Screening data from PubChem BioAssay.
Pol iota inh: blocks human DNA polymerase iota activity; Pol iota fluorescent replication assay, 10 min; AID 588590; Potency, µM (series often up to 115 µM), for inactives: top-dose activity, negative = inhibition, actives largely listed as inhibitors; Q9UNA4; hit rate 1% among 390,000
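Fluorescent replication assay read twice, at 0 min and 10 min after adding 50 nM (final) substrate. Enzyme (10 nM) and compounds were first incubated 15 min at room temperature; enzyme-free buffer wells were negative controls.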
Pin1 inh: inhibitors of human Pin1; AID 504891; Potency, µM (doses to about 115 µM), for inactives: at the highest dose activity, negative = inhibition, usual class: inhibitors; Q13526; hit rate 0.009% among 390,000; Pin1 FP peptide displacement, HiFluor488, 10 min; active = well fitted inhibition curve with a large enough effect in the polarisation, with a control signal flat, not every such curve was filed as active; inconclusive = small, poorly fitted or top-dose-only effect, or effect the other way, or a change in a side signal; inactive = no such curve, though single readings can be large or run the other way; the % refers to the polarisation; also: % is scaled to controls: 0 for no effect and ±100 for the full control effect
BAZ2B inh: blocks human BAZ2B. Potency, µM (highest dose often 114 µM), for inactives: at the highest dose activity change, negative = inhibition, actives largely listed as inhibitors. AlphaScreen BAZ2B-H3K14Ac peptide displacement. hit rate 4.4% among 360,000. Q9UIF8; also: % is scaled to controls: 0 for no effect and ±100 for the full control effect; nearly all actives have a fitted effect of over 60% in size
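Multi-concentration screen (max 110 uM) measuring displacement of acetylated histone H3 peptide from BAZ2B by AlphaScreen, using 50 nM protein, 50 nM peptide and 10 ug/mL streptavidin donor plus Ni-chelate acceptor beads.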
GLS inhibitor: glutaminase GLS (human) inhibition; O94925; GLS enzymatic activity, qHTS titration; Potency, µM (top dose mostly 45.5 µM), for inactives: at the highest dose activity change, negative = inhibition, hits mostly inhibitors; hit rate 0.21% among 410,000; also: % is scaled to controls: 0 for no effect and ±100 for the full control effect
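hKGA in 45 mM KH2PO4 (pH 8.2), 0.02% Tween-20 with compound, then 1mM L-Glutamine (stock as added) plus glutamate oxidase/HRP/Amplex red coupling mix. Fluorescence read initially and after 30 min at RT; signal change reflects glutamate formation.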
G9a inh: G9a (human) methyltransferase inhibition; Q96KQ7; G9a H3K9 monomethylation, AlphaScreen, 2 h; Potency, µM (series often up to 102 µM), inactives show at the top dose activity, negative = inhibition, most hits filed as inhibitors; hit rate 8.8% among 350,000; AID 504332; also: % is scaled to controls: 0 for no effect and ±100 for the full control effect; nearly all actives have a fitted effect of over 75% in size
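Quantitative HTS format: methyltransferase activity on a biotin-tagged H3K9 peptide is measured by AlphaScreen, using a rabbit anti-monomethyl-H3K9 antibody with streptavidin donor and anti-IgG acceptor beads. Final levels are 20 nM enzyme, 500 nM peptide, 20 uM SAM; 2 h RT.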
Tb PGK inh: T. brucei PGK inhibition. P07378. PGK/GAPDH coupled, Kinase-Glo luminescence, 60 min. Potency, µM (titrated, usually from 57.5 µM), for inactives: at the top dose activity change, negative = inhibition, actives largely listed as inhibitors. hit rate 0.043% among 380,000. AID 602233; also: % is scaled to controls: 0 for no effect and ±100 for the full control effect; nearly all actives have a fitted effect of over 60% in size
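Recombinant glycosomal PGK reaction used 1,3-bisphosphoglycerate generated in-well by GAPDH (100nM final) in 100mM TEA pH 7.6, 5mM MgCl2, 0.01% Tween-20. After 60 minutes at room temperature, ATP was read by Kinase-Glo Plus luminescence end-point.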
JMJD2A Tudor inh: JMJD2A Tudor domain (human) inhibition. O75164. AlphaScreen JMJD2A-Tudor / H3K4me3 peptide binding. Potency, µM (doses to about 114 µM), inactives show top-dose activity change, negative = inhibition, usual class: inhibitors. hit rate 4.4% among 390,000. AID 504339; also: % is scaled to controls: 0 for no effect and ±100 for the full control effect; nearly all actives have a fitted effect of over 50% in size
Target sequence (O75164 whole entry, looked up, the tested form may be a part): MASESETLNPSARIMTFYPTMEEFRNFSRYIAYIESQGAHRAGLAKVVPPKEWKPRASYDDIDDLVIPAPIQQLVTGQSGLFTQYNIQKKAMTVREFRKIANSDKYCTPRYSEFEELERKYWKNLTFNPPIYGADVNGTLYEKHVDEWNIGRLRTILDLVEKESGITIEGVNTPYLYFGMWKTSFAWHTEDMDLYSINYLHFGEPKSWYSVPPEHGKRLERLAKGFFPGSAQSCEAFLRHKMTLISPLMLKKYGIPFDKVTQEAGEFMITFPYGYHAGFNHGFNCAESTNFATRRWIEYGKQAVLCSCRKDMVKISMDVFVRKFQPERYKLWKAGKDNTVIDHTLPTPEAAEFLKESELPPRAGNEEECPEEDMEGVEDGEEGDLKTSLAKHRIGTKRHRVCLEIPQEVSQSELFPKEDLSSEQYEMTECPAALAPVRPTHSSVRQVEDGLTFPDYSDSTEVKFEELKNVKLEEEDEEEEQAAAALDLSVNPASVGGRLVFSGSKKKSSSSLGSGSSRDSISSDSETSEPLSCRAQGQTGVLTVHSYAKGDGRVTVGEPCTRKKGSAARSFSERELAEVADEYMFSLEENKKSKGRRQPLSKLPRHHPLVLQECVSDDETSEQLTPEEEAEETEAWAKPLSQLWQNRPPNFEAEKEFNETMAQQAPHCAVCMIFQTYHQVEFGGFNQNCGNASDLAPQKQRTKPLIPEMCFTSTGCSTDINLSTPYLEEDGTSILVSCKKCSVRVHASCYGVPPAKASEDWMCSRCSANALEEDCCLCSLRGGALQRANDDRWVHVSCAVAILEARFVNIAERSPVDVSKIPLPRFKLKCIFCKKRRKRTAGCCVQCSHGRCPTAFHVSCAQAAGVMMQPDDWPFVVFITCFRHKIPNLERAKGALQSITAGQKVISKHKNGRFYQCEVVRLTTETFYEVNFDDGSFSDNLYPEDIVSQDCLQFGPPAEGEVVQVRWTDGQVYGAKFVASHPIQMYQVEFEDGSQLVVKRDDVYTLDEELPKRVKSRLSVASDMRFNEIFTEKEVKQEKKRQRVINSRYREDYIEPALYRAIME
HP1b binding inh: inhibitors of HP1-beta chromodomain binding to methylated histone tails; P83916; Potency, µM (series often up to 114 µM), inactives show at the highest dose activity change, negative = inhibition, hits mostly inhibitors; AID 540317; AlphaScreen HP1-beta / biotin-H3K9me3 peptide binding; hit rate 0.56% among 390,000; also: nearly all actives have a fitted effect of over 70% in size; inactives centre near 23
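HP1-beta protein (50 nM final) preincubated 30 min at room temperature with biotinylated H3(1-18)K9me3 peptide (50 nM) in PBS pH 7.4, 0.01% Tween-20, then compound added for 30 min. AlphaScreen streptavidin donor/nickel chelate acceptor beads (10 ug/mL final), 30 min dark, luminescence read.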
BLM inh: blocks DNA unwinding by human BLM helicase; recombinant BLM DNA unwinding, fluorescence dequenching; hit rate 0.2% among 350,000; Potency, µM (titrated, usually from 56.1 µM), for inactives: at the highest dose activity change, negative = inhibition, actives largely listed as inhibitors; P54132; AID 2528;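 also: plate controls were vehicle for no effect and no enzyme for full effect; nearly all actives have a fitted effect of over 35% in size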
* marks the source's active call; other numbers are inactive results; i = inactive; u = inconclusive; x = no result given; & = joins results of further samples; [ ] = remark or other dose. Unless noted, calls follow the shape of the dose curve; as a rule, active = well fitted curve in the direction sought with a large enough effect; inconclusive = small, poorly fitted or top-dose-only effect, or another doubt; inactive = no such curve, though single readings can be large; an effect the other way counts as inactive or inconclusive. Potency is read from the fitted curve at half-maximal effect. Not all compounds are listed, so the mix of outcomes need not match the whole.

SMILES	Pol iota inh	Pin1 inh	BAZ2B inh	GLS inhibitor	G9a inh	Tb PGK inh	JMJD2A Tudor inh	HP1b binding inh	BLM inh
C=CC[C@@H](CC(=O)N[C@@H](CO)Cc1ccccc1)C(=O)N[C@H](COC(=O)[C@@H](CC=C)CC(=O)OC(C)(C)C)Cc1ccccc1	6%	-2%	x	-1%	x	i	-4%	30%	x
N#Cc1cnc(SCC(=O)NNC(=O)COc2cccc3ccccc23)nc1N	15%	16%	-5%	2%	2%[59 µM]	4%	1%	53%[activator]	-9%
CC1CCN(C(=O)CSc2nnc(Cc3ccccc3)o2)CC1	17%	-12%	0%	5%	-11%[59 µM]	i	-17%	36%	1%
CCc1nn(-c2ccccc2)c2nc(-c3cccc(OC)c3)c3cc(OC)c(OC)cc3c12	u	11%	3%	0%	11%[59 µM]	-5%	-15%	-8%	-3%
Cc1cc2c(cc1C)CSC(c1ccccc1OC(=O)C(C)(C)C)SC2	-7%	9%	u	-6%	3%	-1%	21%[11.4 µM]	15%	-7%
CCn1c(SCC(=O)N/N=C/c2ccccc2OCC(=O)O)nnc1-c1ccc(C(C)(C)C)cc1	11%	-4%	-19%	4%	-4%	i	-24%	-4%	-4%
COc1cc(C2CC(=O)Oc3cc4c(cc32)OCO4)cc(OC)c1OC (stereo unspecified)	-53%	-3%	x	-13%	u	-8%	-26%	23%	-8%[75.6 µM]
CCn1c(SCC(=O)Nc2ccccc2Br)nnc1-c1cnccn1	40%[activator]	7%	-9%	-7%	x	i	u	8%	0%
Cc1cc(OCC(=O)NCCCn2ccnc2)c2c(C)c(C)c(=O)oc2c1	14%	-2%	-26%	-18%	9%	i	-13%	32%	-1%
COc1ccc(C(=O)Nc2nc3cc4c(cc3s2)OCO4)c(OC)c1	0%	6%	4%	-3%	x	0%	3%	27%	2%
CCOc1ccc2[nH]c3c(=O)n(CCC4=CCCCC4)cnc3c2c1	42%[activator]	8%	16%	0%	18%	3%	-9%	16%	8%
CCc1ccc(NC(=O)CCc2c(C)n(C)c3cc(-c4ccccc4C)nn3c2=O)cc1	19%	6%	2%	6%	1%[59 µM]	-9%	2%	27%[57 µM]	-2%
CCCC(=O)Nc1ccc2c(c1)nc1n2CCOC1	9%	-8%	5%	1%	u	-1%	-7%	30%	-2%
COC(=O)c1ccc(NC(=O)COc2ccc(N(C)S(=O)(=O)c3ccc(C)cc3)cc2)cc1	21%	12%	-8%	0%	20%[59 µM]	6%	-9%	12%	x
Cc1ccsc1CNn1cnnc1SCc1ccccc1F	17%	0%	-4%	11%	-6%[59 µM]	7%	-5%	14%	1%
C/C(=N\NS(=O)(=O)c1ccc(C)cc1)c1ccc(C)s1	-3%	2%	9%	x	8%[59 µM]	i	20%	25%	-2%
CC(=O)c1c(N2CCCC2)nc(=S)n(-c2ccccc2)c1C	-4%	0%	5%	22%	-21%	-9%	-12%	17%	2%
CC(=O)c1ccc(NC(=O)C(C)OC(=O)/C=C/c2ccco2)cc1 (stereo unspecified)	42%[activator]	-6%	x	-10%	x	-14%	u	-13%	x
O=C(Nc1nccs1)C1CC(=O)N(CCc2ccccc2)C1 (stereo unspecified)	25%	-17%	-4%	-16%	-5%	-5%	-6%	18%	x
c1cncc(CNc2nc(-c3cccnc3)nc3ccccc23)c1	-2%	2%	-13%	15%	-7%	4%	-5%	44%[activator]	4%&0%
CC#CCN1C=C(C(=O)OCC)C(C)N(Cc2ccc(Br)cc2)S1(=O)=O (stereo unspecified)	-20%	3%	x	-2%	x	-7%	67%[activator]	101%[activator]	x
O=C(O)c1cc(-c2cccs2)nn1-c1ccc(F)cc1	-14%	-7%	u	-11%	45µM*	-3%	-13%	39%	-6%
CCC(=O)OCCNc1nc(-c2ccccc2)nc2ccccc12	31%[activator]	-7%	3%	2%	10%[59 µM]	1%	-7%	41%[activator]	-2%
CCOc1ccc(S(=O)(=O)NC(Cc2c[nH]c3ccccc23)C(=O)O)cc1 (stereo unspecified)	-8%	9%	-13%	3%	-18%	-9%	-23%	24%	-3%
CCCOc1ccc(/C(O)=C2/C(=O)C(=O)N(c3cc(C)on3)C2c2ccc(C(=O)OC)cc2)cc1 (stereo unspecified)	u	1%	-21%	1%	-2%[12.7 µM]	5%	8%[11.4 µM]	-26%	-2%
COc1ccc(NC(=O)CCSc2ccc3ccccc3n2)cc1	30%[activator]	1%	0%	1%	u	-4%	5%[57.1 µM]	28%	1%
CN(C(=O)C1CCCN(S(=O)(=O)c2cccc([N+](=O)[O-])c2)C1)C1CCS(=O)(=O)C1 (stereo unspecified)	81%[activator]	-4%	-2%	u	-4%	-3%	-5%	-16%	-1%
CCOC(=O)OC(C)OC(=O)[C@@H]1N2C(=O)[C@@H](NC(=O)[C@H](N)c3ccccc3)[C@H]2SC1(C)C (stereo partly specified)	7%	0%	8%	-1%	-5%[59 µM]	9%	-10%	30%	x
COCCn1c(SCC(=O)Nc2cc(C)cc(C)c2)nc2ccccc2c1=O	-21%	-3%	4%	10%	0%[0.501 µM]	i	-8%	30%	-4%
Cc1cccn2c(=O)c3cc(C#N)c(=NC(=O)c4ccccc4)n(Cc4ccco4)c3nc12	u	u	x	1%&-32%	x	-3%&2%	-28%&-35%	14%&7%	x
COc1ccc(-c2cc(C(F)(F)F)n3nc(C(=O)N4CCCCC4)cc3n2)cc1OC	-1%	-1%	24%	-5%	69%[activator]	-3%	5%	74%[activator]	-1%
O=C(O)/C(=C\c1ccc(Cl)cc1)c1ccc(F)cc1	113%[activator]	5%	-9%	-11%	-7%	-8%	-7%	17%	0%
COc1cccc(NC(=O)/C(C#N)=C/c2ccc(-c3ccc(C)cc3)o2)c1	1%	u	-29%	2%	-42%[59 µM]	-6%	-27%	12%	-6%
O=C(CSc1n[nH]c(-c2ccc(F)cc2)n1)N1CCN(c2ccc(F)cc2)CC1	-11%	4%	-17%	42%[activator]	-23%[59 µM]	-3%	-22%	13%[57 µM]	-3%
O=C(COC(=O)c1cccc(S(=O)(=O)N2CCOCC2)c1)Nc1ccc(Cl)cn1	19%	-6%	9%	-9%	16%[12.7 µM]	i	0%	38%	x
CCN(CC)c1ccc(C=C(c2nnnn2-c2ccc(C)cc2)c2nnnn2-c2ccc(C)cc2)cc1	24%	u	5%	1%	-2%	0%	-8%	44%[activator]	-3%
COc1ccc(S(=O)(=O)N(Cc2cc3ccc(OC)cc3[nH]c2=O)CC2COCCO2)cc1 (stereo unspecified)	7%	-7%	36%[activator]	3%	17%[59 µM]	-1%	-17%	16%	-6%
O=C(NCCCNC(=O)c1ccc(Cl)cc1Cl)c1ccccn1	12%	-2%	-1%	-15%	15%	-1%	-13%	2%	-4%
CCCn1cnc2scc(-c3ccc(C)c(C)c3)c2c1=O	-13%	-1%	3%	-7%	51%[activator]	-6%	9%	58%[activator]	-6%
CC1CCCC(NC(=O)COC(=O)c2ccc([N+](=O)[O-])s2)C1C (stereo unspecified)	89µM*	0%	x	0%	x	-1%	-16%	22%	x
O=C(O)CCC(=O)Nc1ccccc1C(=O)NCCc1ccccc1	2%	-1%	4%	6%	u	-4%	-10%	14%	0%
Cc1ccc(Cn2nnc3c(=O)n(CC(=O)NCc4ccco4)cnc32)cc1	-11%	-1%	-2%	1%	1%[59 µM]	-9%	-27%	3%	-7%
Cc1ccc(S(=O)(=O)N(C)C)cc1NC(=S)N(CCC#N)Cc1cccnc1	36%[activator]	0%	-17%	11%	5%[59 µM]	-2%	-7%	2%	3%
O=C(Nc1cc(C(F)(F)F)ccc1Cl)c1ccncc1	184%[activator]	-2%	1%	9%	16%	-2%	-20%	12%	-1%
CC(=O)Nc1ccc(S(=O)(=O)N2CCN=C2C)cc1	8%	-1%	-3%	1%	8%[12.7 µM]	-3%	-6%	58%[activator]	-1%

Entries of single compounds from above.
`O=C(O)/C(=C\c1ccc(Cl)cc1)c1ccc(F)cc1` is entered as Pol iota inh = 113%[activator]; Pin1 inh = 5%; BAZ2B inh = -9%; GLS inhibitor = -11%; G9a inh = -7%; Tb PGK inh = -8%; JMJD2A Tudor inh = -7%; HP1b binding inh = 17%; BLM inh = 0%
`CCN(CC)c1ccc(C=C(c2nnnn2-c2ccc(C)cc2)c2nnnn2-c2ccc(C)cc2)cc1` is entered as Pol iota inh = 24%; Pin1 inh = u; BAZ2B inh = 5%; GLS inhibitor = 1%; G9a inh = -2%; Tb PGK inh = 0%; JMJD2A Tudor inh = -8%; HP1b binding inh = 44%[activator]; BLM inh = -3%

Next part.
SMILES	Pol iota inh	Pin1 inh	BAZ2B inh	GLS inhibitor	G9a inh	Tb PGK inh	JMJD2A Tudor inh	HP1b binding inh	BLM inh
Cc1ccc(C)c(CN2C(=O)c3ccccc3Sc3ccc(C(=O)NCc4cccs4)cc32)c1	19%	1%	4%	2%	-7%[59 µM]	-4%	-20%	13%	-6%
c1ccc2c(c1)Nc1ccncc1S2	75%[activator]	-5%	-26%	10µM*	x	-3%	-18%	27%	-1%
CCOC(=O)c1cccc(N2C(N)=NC(N)=NC2(C)C)c1	1%	2%	-1%	-2%	4%	-1%	8%	21%	-9%
C=CCOn1c(=O)c(-c2cc3ccccc3o2)[n+]([O-])c2ccccc21	-4%	u	-2%	20%	u	-3%	14%[11.4 µM]	-10%	1%
O=C(Nc1c(-c2ccccc2)nc2ncccn12)c1cc2ccccc2oc1=O	24%	3%	-35%	1%	-11%	4%	-8%	60%[activator]	0%
CC(OC(=O)CC(C)c1ccccc1)C(=O)Nc1ccc(Cl)cn1 (stereo unspecified)	19%	1%	27%	2%	29%	-6%	32%	64%[activator]	x
CC(C)(C)C(=O)c1cn(CC(=O)NCc2ccc3c(c2)OCO3)c2ccccc12	u	12%	-25%	2%	8%	i	-9%[11.4 µM]	59%[activator]	-5%
Cc1nc2nc(-c3ccc(Cl)cc3)[nH]n2c(=O)c1Cc1ccccc1	5%	4%	6%	5%	-6%[59 µM]	-1%	-13%	20%	-4%
Cc1ccccc1C(=O)NC(CC(C)C)C(=O)NCC(C)(C)N1CCOCC1 (stereo unspecified)	17%	0%	x	19%	x	7%	-4%	20%	x
